aSyn yeast rescue: qHTS of alpha-syn Inhibitors: NCGC Sytravon Library Screen; 0.02% of 94,000 active; Potency, µM (highest dose often 46.1 µM), for inactives: at the top dose growth rescue (activation), most hits filed as activators; S. cerevisiae alpha-synuclein toxicity rescue, BacTiter-Glo growth, 24 h; active = well fitted activation curve with a large enough effect; inconclusive = small, poorly fitted or top-dose-only effect; also: 0% is about no effect
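Growth restoration measured by BacTiter-Glo luminescence after 24 hr at 30 deg C; alpha-synuclein yeast, raffinose-pregrown to mid-log, were added at OD600=0.02 in galactose medium onto pinned compounds.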
Active calls of the source: *; ? = inconclusive; & = joins results of further samples; [ ] = remark or other dose. Potency is read from the fitted curve at half-maximal effect. These rows are one share of the data; the hit share may differ from the screen's.

Start of the listing, in advance (2 entries):
molecule | aSyn yeast rescue
Cc1ccc(S(=O)(=O)N2CCc3cc(C(=O)Nc4ccc(C)c(C)c4)ccc32)cc1 | 8.5%
CC(C)(C)c1ccc(C2C(C(=O)c3ccco3)=C(O)C(=O)N2CC2CCCO2)cc1 (stereo not given) | -2.2%

The listing, repeating the preview:
molecule | aSyn yeast rescue
Cc1ccc(S(=O)(=O)N2CCc3cc(C(=O)Nc4ccc(C)c(C)c4)ccc32)cc1 | 8.5%
CC(C)(C)c1ccc(C2C(C(=O)c3ccco3)=C(O)C(=O)N2CC2CCCO2)cc1 (stereo not given) | -2.2%
COc1cccc(CNC(=O)Cc2ccc(NC(=O)N3CCSc4ncccc43)cc2)c1OC | -8.9%
CC(c1ccccc1)N1C(=O)OC(C)(C)C1(C)O (stereo not given) | 6.0%
CC(NC(=O)COC(=O)CCc1ccccc1)c1ccccc1 (stereo not given) | 2.1%
Cc1ccc(C)c(N2CCN(S(=O)(=O)c3cc4c(cc3Cl)NC(=O)CO4)CC2)c1 | -2.2%
O=C(O)/C=C/c1ccc(OCc2cccc(F)c2)cc1 | 9.3%
Cc1ccc(NC(=O)c2sc3ncn(Cc4cccc(F)c4)c(=O)c3c2C)c(Br)c1 | -13.1%
CCOc1ccc(Nc2ncnc3c2nc2n3CCCC2)cc1 | -4.6%
O=C(NCCc1c[nH]c2ccccc12)C1CCN(S(=O)(=O)c2ccc(F)cc2)CC1 | 2.1%
O=S(=O)(c1ccc(-c2n[nH]c(=S)o2)cc1)N1CCCCC1 | -15.6%
CCOc1ccc(CCNC(=O)c2ccc(CS(=O)Cc3ccc(Cl)cc3)o2)cc1 (stereo not given) | -3.0%
COc1ccc(C(CNC(=O)c2oc3cc(C)c(C)cc3c2C)N2CCCCC2)cc1 (stereo not given) | -3.0%
Cc1cccc(NC(=O)c2c(NC(=O)c3cccs3)sc3c2CCC(C)C3)c1 (stereo not given) | 0.6%
O=C(O)c1cc(S(=O)(=O)NC2CCCc3ccccc32)ccc1O (stereo not given) | -4.4%
COc1ccc(NC(=O)N2CCN(S(=O)(=O)c3ccc4c(ccn4C)c3)CC2)cc1OC | -9.0%
CCc1ccccc1NC(=O)CN1CCN(C(=O)c2ccc(OCc3cn4ccccc4n3)cc2)CC1 | -3.1%
CN(CC(=O)Nc1c(Cl)cccc1Cl)CC(=O)N1CCc2ccccc21 | -1.3%
Cc1ccc(NC(=O)CCS(=O)(=O)c2ccc3nc(C)sc3c2)c(C)c1 | -13.4%
Cc1ccc(CCNC(=O)C2CC(=O)N(CCc3ccccc3)C2)cc1 (stereo not given) | 9.1%
COc1ccccc1CNC(=O)Cn1ncc2c3ccccc3n(Cc3ccccc3C)c2c1=O | -1.4%
CCC1CCCCN1C(=O)COC(=O)c1cncc(Br)c1 (stereo not given) | 5.8%
O=C(NCc1ccc(Cl)cc1)c1cnc(N2CCOCC2)c2ccccc12 | ?
C=CCN(CC=C)C(=O)Nc1cc(OC)ccc1OC | 7.7%
CCOC(=O)c1c(-c2ccc(Br)cc2)csc1NC(=O)c1ccccc1F | -10.2%
COc1cc(NC(=O)CN2CCN(S(=O)(=O)c3ccc(Br)cc3)CC2)cc(OC)c1 | -3.1%
Cc1nn(CC2CC2)c(=O)n1-c1ccccc1 | 4.5%
COc1ccc2nc(N3CCN(C(=O)c4ccc5ncsc5c4)CC3)sc2c1 | -40.7%[inhibitor]
CC(=O)Nc1cccc(C(=O)OC(C)C(=O)Nc2ccc(S(=O)(=O)N3CCCC3)cc2)c1 (stereo not given) | 4.7%
COc1ccc(-c2cnnn2-c2ccc(NC(=O)c3ccccc3OC)cc2)cc1 | -9.8%
CC(C)CCOc1ccc(Cn2c(=O)oc3ccccc32)cc1 | -9.5%
Cc1ccc(Cl)cc1NC(=O)C(=O)NCC(c1cccnc1)N1CCc2ccccc21 (stereo not given) | ?
CSc1ncc2c(n1)-c1ccccc1N(Cc1ccccc1)S2(=O)=O | 0.3%
Cc1cccc(C)c1NC(=O)C(=O)NCC1CCCN1S(=O)(=O)c1ccccc1 (stereo not given) | -13.5%
COc1ccc(NC(=O)COC(=O)C2CCCN2C(=O)OC(C)(C)C)cc1Cl (stereo not given) | 8.7%
CC(=O)c1ccc(N2CCN(C(=O)CCn3cnc4onc(-c5ccc(F)cc5)c4c3=O)CC2)cc1 | 0.3%
COc1cccc(C(=O)Nc2c(C(=O)Nc3ccc(F)cc3)oc3ccccc23)c1OC | 3.0%
Oc1c(C(Nc2nccs2)c2ccc(C(F)(F)F)cc2)ccc2cccnc12 (stereo not given) | 18.9%
Cc1ccc(OC(=O)C2CSC3(C)CCC(=O)N23)c(Br)c1 (stereo not given) | -8.9%
CC(=O)Nc1ccc(NC(=O)CCS(=O)(=O)c2ccc3c(c2)CC(=O)N3C)cc1 | -3.3%
COc1cc(CCC(=O)OCC(=O)Nc2sccc2C(N)=O)cc(OC)c1OC | -30.8%[inhibitor]
Cn1nnc2c(N3CCN(c4ccc(F)cc4)CC3)ncnc21 | 0.6%
COc1cc(/C=C/C(=O)OCC(=O)NC(=O)NC(C)C)ccc1OCC#N | 8.3%
C/C(=N\NC(=O)Nc1ccccc1)c1ccc2ccccc2c1 | 3.7%
C[C@H](CO)N1C[C@H](C)[C@@H](CN(C)C(=O)c2ccc3ccn(C)c3c2)OCc2cnnn2CCCC1=O | 2.3%
CCCCN(C(=O)CCOc1ccc(OCC)cc1)c1c(N)n(Cc2ccccc2)c(=O)[nH]c1=O | -2.3%
Cc1ccc(NC(=O)NCCOCCn2c(=O)oc3ccccc32)cc1F | -1.8%
Cc1ccc(-c2nc3scc(CCNS(=O)(=O)c4ccc(Oc5ccccc5)cc4)n3n2)cc1 | 0.1%
CCS(=O)(=O)NCC(c1ccco1)N1CCN(c2ccc(OC)cc2)CC1 (stereo not given) | 0.9%
CCc1ccc(CNC(=O)c2cc(-c3ccc(Br)s3)nc3ccccc23)cc1 | -1.8%
CN(C)C(=O)C12CCC(C)(C(=O)C1Br)C2(C)C (stereo not given) | 0.0%
Oc1cccc(NC(=S)N=Nc2c(O)[nH]c3ccc(Br)cc23)c1 | 0.5%
Cc1cc(=O)[nH]c(SCC(=O)/C=C2\N(C)c3ccccc3C2(C)C)n1 | -3.4%
Cc1ccccc1NC(=O)c1c([N+](=O)[O-])c(C(C)(C)C)nn1C | 6.6%
COc1ccc(CNC(=O)Cn2ncc3c4ccccc4n(Cc4cccc(Cl)c4)c3c2=O)cc1 | 0.3%
CC1CCN(Cc2c(C(=O)N/N=C/c3ccc(OC(C)C)cc3)nnn2-c2nonc2N)CC1 | 2.0%
COCCN(CCOC)S(=O)(=O)c1ccc(C(=O)Nc2sc3c(c2C(N)=O)CCCC3)cc1 | -1.1%
COc1ccc(OCC(=O)N2CCC3(CC2)CC(=O)c2ccccc2O3)cc1 | 16.2%
C[C@H](CO)NC(=O)c1[nH]cnc1C(=O)Nc1ccc(CNC(=O)OC(C)(C)C)cc1 | 2.3%
COC(=O)c1c(NC(=O)Cc2coc3cc(C)ccc23)sc2c1CCC2 | 0.4%

Brought forward from above: 4 entries; new compounds follow.
molecule | aSyn yeast rescue
COCCN(CCOC)S(=O)(=O)c1ccc(C(=O)Nc2sc3c(c2C(N)=O)CCCC3)cc1 | -1.1%
COc1ccc(OCC(=O)N2CCC3(CC2)CC(=O)c2ccccc2O3)cc1 | 16.2%
C[C@H](CO)NC(=O)c1[nH]cnc1C(=O)Nc1ccc(CNC(=O)OC(C)(C)C)cc1 | 2.3%
COC(=O)c1c(NC(=O)Cc2coc3cc(C)ccc23)sc2c1CCC2 | 0.4%
CCCn1ncc(/C=N/O)c1C | 2.8%
COc1ccc(-c2noc(N3CCC(C(=O)N4CCN(c5cccc(C)c5C)CC4)CC3)n2)cc1 | 26.5%
Cc1cccc(C)c1OCc1cc(=O)n2c(-c3ccccc3)csc2n1 | 4.5%
CC(Sc1ccccc1)C(=O)N(CCC#N)Cc1cccnc1 (stereo not given) | -5.9%
CCOC(=O)CNC(=O)c1sc(NC(=O)/C=C/c2ccccc2)nc1C | -3.1%
CCOC(=O)/C(=N\Nc1ccccc1Cl)N1CC(C)OC(C)C1 (stereo not given) | 5.5%
CCC1CCCCN1C(=O)c1nn(-c2ccc(OC)cc2)c(=O)c2c1c1ccccc1n2C (stereo not given) | -12.1%
COc1ccc(-c2nc(CCNC(=O)c3c(F)cccc3Cl)cs2)cc1 | -20.2%
COc1cccc(C(c2sc3nc(C)nn3c2O)N2CCN(c3ccccc3F)CC2)c1 (stereo not given) | 2.8%
CCN(Cc1ccc(OC)c(F)c1)C(=O)C1CCCO1 (stereo not given) | 10.4%
Cc1ccc(NC(=O)c2c(C)nc3sc(C(=O)Nc4ccc(F)cc4)c(N)c3c2-c2ccccc2Cl)c(C)c1 | 9.1%
CC(C)(C)N=C1NN=C(c2ccc(S(=O)(=O)N3CCCCC3)cc2)CS1 | 0.6%
Cn1c(=O)c2c(O)c(C=Nc3ccc(F)cc3)c(=O)n(C)c2n(C)c1=O | 1.9%
CCc1cc2c(cc3c(=O)n(CC(=O)NC4CCCCC4)ncn32)s1 | 0.0%
Cc1cccc(N2CCN(C(=O)C3CCN(S(=O)(=O)c4c(C)noc4/C=C/c4ccccc4F)CC3)CC2)c1C | 4.9%
Cc1ccc(-c2ccnc3nc(-n4cccc4)nn23)o1 | -29.3%
COc1ccccc1CCNC(=O)CCn1c(=O)oc2ccccc21 | -0.7%
COCCCNC(=O)c1cnn(-c2ccccc2Cl)c1C1CCN(C(=O)OC(C)(C)C)CC1 | -12.4%
COc1ccc(NC(=O)CSc2ccc(NC(C)=O)cc2)cc1S(=O)(=O)N1CCCCC1 | -3.7%
COc1ccccc1CNC(=O)c1ccc(N2CCCC2)c(NC(=O)NCc2ccc(C)cc2)c1 | -2.4%
COc1cc2c(cc1OC)C(COc1ccc3c(C)cc(=O)oc3c1)N(C(=O)c1ccc(Cl)cc1)CC2 (stereo not given) | 6.9%
Cc1ccc(C(=O)c2cn(Cc3ccccc3)c3c(F)cc(F)cc3c2=O)cc1 | 11.5%
COC(=O)c1ccc(CNC(=O)COC(=O)C2CC3C=CC2C3)cc1 (stereo not given) | 12.0%
Cc1ccc(C2=Nc3ccccc3N(CC(=O)NCc3ccc(Cl)cc3)C(=O)C2)cc1C | -1.1%
CCn1cc(C(=O)Nc2ccc(C(C)C)cc2)c2cc(OC)c(OC)cc2c1=O | 2.0%
COCCn1c(SCC(=O)Nc2ccc(C(F)(F)F)cc2)nc2c([nH]c3ccccc32)c1=O | -1.1%
COc1cc(/C=N/NC(=O)c2ccccc2NS(=O)(=O)c2cccs2)ccc1O | -8.2%
CCOC(=O)C1=C(CS(=O)(=O)c2c(C)cc(C)cc2C)NC(=O)NC1c1cccc(OC)c1 (stereo not given) | -4.2%
COc1cccc(S(=O)(=O)N(C)C[C@@H]2OCc3cn(nn3)CCCC(=O)N([C@@H](C)CO)C[C@H]2C)c1 | 4.4%
COc1ccc(OCC(O)Cn2c(NCCO)nc3c2c(=O)n(C)c(=O)n3C)cc1 (stereo not given) | -4.9%
Cn1nnnc1SCC(=O)Nc1nc2ccccc2s1 | -0.4%
COc1ccccc1N1CCN(C(=O)c2cc3c(=O)n(Cc4cccs4)ccc3nc2C)CC1 | 3.6%
Cc1ccc(CCNC(=O)c2ccc(CSCc3ccccc3Cl)o2)cc1 | 9.6%
Cc1cc(C)nc(N2CCCC(C(=O)Nc3ccc(F)cc3)C2)n1 (stereo not given) | 0.0%
CCCC(=O)C1=C(c2ccc(C)c(C)c2)N(C(=O)CCC)n2c(CC)nnc2S1 | 7.3%
Cc1ccc(CCNC(=O)CNC(=O)c2cccs2)cc1 | 7.1%
O=C(NCCC1CCCCN1S(=O)(=O)c1ccccc1)C(=O)NCc1ccco1 (stereo not given) | -41.4%[inhibitor]
Cc1ccc(NC(=O)CSc2nnc(-c3ccc(Br)cc3)o2)c(C)c1 | 8.4%
O=C(c1ccc(F)cc1)N1CCC(C(=O)N2CCN(S(=O)(=O)c3ccccc3Br)CC2)CC1 | -0.1%
O=C(NC1CCCC1)C(c1ccncc1)N(C(=O)c1csnn1)c1ccc(F)cc1 (stereo not given) | -2.4%
Cc1ccc2c(c1)-c1c(cnn1CC(=O)N1CCCN(Cc3ccccc3F)C1)CO2 | -9.9%
CCCCN1C(=O)/C(=C/C=C2\SCCN2C)SC1=S | -12.1%
CCC(Oc1ccccc1)C(=O)Nc1nnc(S(=O)(=O)N(CC)CC)s1 (stereo not given) | -14.9%
O=c1cc(-c2ccccc2)nc2c(Cl)cc(Cl)cn12 | 4.1%
NC(=O)Nc1ccc(C(=O)OCC(=O)Nc2ccc([N+](=O)[O-])cc2C(F)(F)F)cc1 | -1.9%
O=C(O)c1c[nH]c2nccnc12 | -12.9%
Cc1ccc(NC(=O)Cn2cc(C(=O)C3CC3)c3ccccc32)cc1 | 6.7%&2.8%
O=C(Nc1nc2c(Cl)c(Cl)ccc2s1)C1CC1 | -2.3%
O=C(NCc1ccc(F)cc1)c1ccc2nc(N3CCCCC3)sc2c1 | -1.5%
O=C(Nc1ccc(F)cc1)N1CCc2ccccc2C1 | -6.4%
CCOc1ccc(C(=O)c2cn(Cc3ccccc3OC)c3ccc(F)cc3c2=O)cc1 | -4.7%
CN(C)/N=C/c1cc(Cl)cc([N+](=O)[O-])c1O | -16.1%
Cc1cc(C)n2nc(C(=O)OCC(=O)N3C(C)CCCC3C)nc2n1 (stereo not given) | -5.2%
O=C(c1ccc2c(c1)CCN2S(=O)(=O)c1ccccc1)N1CCN(c2cccc(Cl)c2)CC1 | 24.8%
Cc1cc2nc(CO)[nH]c2cc1C | -4.6%
COc1ccc(-n2c(=O)c3ccccc3n(CC(=O)NCc3ccco3)c2=O)cc1 | -11.4%
